ASAP1 GAP inh: inhibitors of human ASAP1 ArfGAP activity, primary screen, biochemical, fluorescence polarization | ASAP1-stimulated ARF1 GTP hydrolysis, GDP FP detection | inhibition, % at 16.5 µM | 360,000 tested, 0.19% active | AID 624377, 2012; in the data active = inhibition above about 25%;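 note: 0% = vehicle with enzyme and substrate and 100% = no enzyme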
Target sequence (Q9ULH1 325-724 limits assumed): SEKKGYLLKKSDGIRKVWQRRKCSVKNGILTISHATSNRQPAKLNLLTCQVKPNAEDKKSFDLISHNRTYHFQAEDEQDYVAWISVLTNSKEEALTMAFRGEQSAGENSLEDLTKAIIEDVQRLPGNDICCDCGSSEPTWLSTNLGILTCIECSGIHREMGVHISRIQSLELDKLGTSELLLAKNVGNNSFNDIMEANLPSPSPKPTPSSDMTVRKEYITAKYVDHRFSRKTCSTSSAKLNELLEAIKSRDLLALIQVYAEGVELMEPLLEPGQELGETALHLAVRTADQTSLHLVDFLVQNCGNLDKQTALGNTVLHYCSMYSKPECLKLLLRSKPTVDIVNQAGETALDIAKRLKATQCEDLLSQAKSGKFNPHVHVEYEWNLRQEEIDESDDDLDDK
ARFGAP1 inh: inhibitors of rat ARFGAP1 GAP activity, primary screen, biochemical, fluorescence polarization, GDP tracer. 360,000 tested, 0.26% active. inhibition, % at 16.5 µM. ADP-ribosylation factor GTPase-activating protein 1 (Rattus norvegicus), Q62848. AID 651572, 2012. Arfgap1-stimulated ARF1 GTP hydrolysis, GDP FP detection;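 active = inhibition above a per-plate limit, mean inhibition of low control wells plus 3 SD, cut at about 25% in these data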;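 note: 0% = DMSO wells with enzyme and 100% = wells lacking Arfgap1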
Target sequence (Q62848 1-136 limits assumed): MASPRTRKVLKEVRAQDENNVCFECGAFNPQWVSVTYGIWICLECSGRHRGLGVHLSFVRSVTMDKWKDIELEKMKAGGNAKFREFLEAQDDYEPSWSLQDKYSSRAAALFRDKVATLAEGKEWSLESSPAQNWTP
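Replicates: Single well per compound | Assay system: Truncated rat Arfgap1 GAP domain | Control set: No-Arfgap1 wells (100%) versus DMSO full-reaction wells (0%) | Times: Enzyme reaction 120 min at 25 °C after 20 min preincubation | Reagent: Human ARF1(Δ1-17)-GTP substrate | Measured by: Tracer-displacement fluorescence polarization with EDTA stop, 620/688 nm | Measure: Percent inhibition of Arfgap1-stimulated GTP hydrolysis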
KLK7 zymogen act: proKLK7 zymogen activators, primary screen, biochemical, fluorescence intensity; purified proKLK7, EDANS-DABCYL substrate fluorescence; 100% is mature enzyme control, 0% vehicle; activation, % at 7 µM; 370,000 tested, 0.9% active;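 active = activation above the mean of all tested compounds plus 3 SD, computed per campaign excluding outliers beyond control limits, cut at about 13% in these data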
TDP2 inh: human TDP2 enzyme inhibitors, primary screen, biochemical, epi absorbance, recombinant enzyme. T5PNP hydrolysis, p-nitrophenol absorbance 415 nm. 370,000 tested, 0.34% active. Tyrosyl-DNA phosphodiesterase 2 (Homo sapiens), O95551. inhibition, % at 12.8 µM. AID 720702, 2013;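 active = inhibition above the mean of all tested compounds plus 3 SD, set per campaign, cut at about 25% in these data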;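 note: 0% = DMSO with enzyme and 100% = buffer with substrate but no TDP2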
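System – recombinant human TDP2 · Amount – 120 nM TDP2 per well · Buffer or medium – Mg2+-containing Tris-HCl buffer, pH 7.5 · Reagent – T5PNP substrate, 5 mM · Dosing – 12.8 µM single point, 1% DMSO · Incubation – 2 h at 37 °C · Measured by – epi absorbance · Read-out basis – percent inhibition · Benchmarks – high control without enzyme, low control DMSO plus TDP2 · Repeats – singlicate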
ADAM10 inh: human ADAM10 inhibitors, primary screen, biochemical, QFRET, HTS; recombinant ADAM10, EDANS/DABCYL FRET peptide cleavage, 3 h; 370,000 tested, 0.62% active; Disintegrin and metalloproteinase domain-containing protein 10 (Homo sapiens), O14672; inhibition, % at 7 µM; AID 720582, 2013;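 active = inhibition above a per-campaign cutoff equal to the mean of compounds falling between control-based bounds plus 3 SD, cut at about 20% in these data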;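 note: 0% = DMSO wells while the 100% control is not disclosed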
Tn6 DDE FP: inhibitors of Tn6 peptide binding to fibrin DD(E), primary screen, biochemical, fluorescence polarization, human fibrin, Tn6 probe; inhibition, % at 8.3 µM; 370,000 tested, 0.21% active; Fibrin DD(E) TRITC-Tn6 fluorescence polarization displacement; Fibrinogen beta chain (Homo sapiens), P02675;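 active = inhibition above a per-campaign cutoff: mean of compounds within control limits plus 3 SD, cut at about 15% in these data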;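 note: 0% = median of all compound wells on the plate and 100% = blocking peptide control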
Target sequence (P02675 whole entry, looked up): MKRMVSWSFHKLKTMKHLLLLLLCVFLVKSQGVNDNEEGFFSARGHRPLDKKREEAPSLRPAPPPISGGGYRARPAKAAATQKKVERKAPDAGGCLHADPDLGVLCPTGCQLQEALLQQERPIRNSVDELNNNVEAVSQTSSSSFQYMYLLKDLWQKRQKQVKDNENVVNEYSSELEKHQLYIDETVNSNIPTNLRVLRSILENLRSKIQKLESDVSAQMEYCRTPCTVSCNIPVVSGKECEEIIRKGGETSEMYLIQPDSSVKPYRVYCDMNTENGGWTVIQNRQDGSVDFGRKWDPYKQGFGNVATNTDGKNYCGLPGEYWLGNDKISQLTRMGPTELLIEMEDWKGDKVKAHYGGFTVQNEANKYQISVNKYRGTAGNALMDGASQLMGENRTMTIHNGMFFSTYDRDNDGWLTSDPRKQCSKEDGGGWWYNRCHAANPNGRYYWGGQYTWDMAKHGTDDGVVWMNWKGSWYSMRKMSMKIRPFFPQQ
LEDGF integ inh: blockers of LEDGF/p75-dependent integrase strand transfer – biochemical, TR-FRET, high throughput, primary screen. TR-FRET IN-LEDGF/p75 DNA integration, Eu/Cy5. inhibition, % at 3.7 µM. 370,000 tested, 0.64% active. AID 743269, 2014;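 active = inhibition above the screen-wide mean plus 3 SD, cut at about 13% in these data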;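 note: signal is the Cy5 over europium emission ratio at 671 and 618 nm; 0% = plate median of compound wells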
PLCg1 inh: PLC-gamma1 enzyme inhibitors, primary screen, biochemical, fluorescence, purified enzyme | fluorogenic substrate | 370,000 tested, 0.84% active | inhibition, % at 12.2 µM; in the data active = inhibition above about 9.5%
DDE Tn7 FP inh: inhibitors of Tn7 peptide binding to fibrin DD(E), primary screen, biochemical, fluorescence polarization, human fibrin, Tn7 probe; Fibrinogen beta chain (Homo sapiens), P02675; FP displacement of FITC-Tn7 peptide from fibrin DD(E); 0% = median of compound wells per plate; inhibition, % at 8.3 µM; 370,000 tested, 0.13% active; AID 720508, 2013;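 active = inhibition above the mean of compounds falling within the control limits plus 3 SD of them, cut at about 14% in these data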;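 note: 0% = plate median of compound wells and 100% = 10 µM Aha-Tn7 peptide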
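Test system: human clot-derived fibrin DD(E) complex / Quantity: 2 µM final DD(E) protein / Incubation: 10 min plus 3 h, room temperature / Measured by: fluorescence polarization / Benchmarks: high control of 10 µM Aha-Tn7 peptide / Replicates: singlicate testing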
ADAM17 inh: ADAM17 inhibitors, primary screen, biochemical, QFRET; Disintegrin and metalloproteinase domain-containing protein 17 (Homo sapiens), P78536; recombinant ADAM17, EDANS/DABCYL FRET peptide cleavage; 370,000 tested, 0.83% active; AID 720648, 2013; inhibition, % at 6.95 µM;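 active = inhibition above the mean of compounds lying between control limits plus 3 SD, set per campaign, cut at about 8.5% in these data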;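 note: 0% = DMSO-only wells as the low control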
* = called active by the depositor.

SMILES | ASAP1 GAP inh | ARFGAP1 inh | KLK7 zymogen act | TDP2 inh | ADAM10 inh | Tn6 DDE FP | LEDGF integ inh | PLCg1 inh | DDE Tn7 FP inh | ADAM17 inh
O=c1[nH][nH]c(=O)c2c1[nH]c(=S)n2Cc1ccccc1 | -3.5 | 11.4 | -0.2 | 1.6 | -8.3 | -4.1 | -3.0 | 5.5 | 6.4 | -2.2
COc1cccc(C(=O)C2CCCN(Cc3c(C)n(C)n(-c4ccccc4)c3=O)C2)c1 (configuration not stated) | 0.5 | 10.2 | 1.2 | -18.4 | -11.5 | -0.9 | 8.4 | -1.3 | -1.8 | -4.7
CC(C)Oc1ccccc1-c1nc(SCC(=O)O)n[nH]1 | -3.7 | 3.4 | 0.3 | 6.9 | -2.8 | -1.5 | -0.5 | 2.8 | -4.8 | -3.6
CCOc1cc(C)nc(Oc2ccc(=O)[nH]n2)n1 | 10.4 | 4.8 | 0.1 | -5.1 | -11.0 | 0.5 | -4.4 | -0.2 | -3.3 | -3.7
CCOC(=O)N1CCN(C(=O)C[C@@H]2C[C@@]3(C(=O)OCC)CCCC=C3N(CCC3=CCCCC3)C2=O)CC1 | 7.3 | -11.6 | 0.3 | -7.9 | -4.4 | 2.3 | 0.1 | -1.1 | -1.8 | -3.8
Cc1nc(NC(=S)NC(=O)COc2ccc(Cl)cc2)ccc1Br | -2.2 | 0.8 | 0.1 | 0.3 | 3.6 | 4.3 | -0.3 | -1.4 | 1.8 | 1.3
CCC(C)c1ccc(NC(=O)COc2c(F)c(F)c(C(F)(F)F)c(F)c2F)cc1 (configuration not stated) | 3.0 | 3.7 | -0.5 | -5.2 | 12.8 | 4.4 | -3.9 | 0.2 | 4.3 | 4.7
Cc1ccnc2nc(NC(=O)c3ccco3)nn12 | -3.1 | -5.9 | -0.6 | -0.1 | 3.8 | 14.1 | -3.1 | 1.0 | 5.2 | 0.5
Cc1cc(=O)[nH]c(N/N=C/C=C/c2ccccc2)n1 | 4.3 | 2.5 | 8.6 | -23.0 | -55.2 | -3.0 | 1.1 | -16.3 | 3.1 | -8.8
C=C1C(=O)O[C@@H]2[C@H]1[C@@H](OC(=O)/C(C)=C/C)C/C(C)=C\C(=O)/C=C(\C)[C@@H]2O | -7.4 | -11.2 | -0.2 | -9.5 | 7.5 | -2.5 | 6.1 | 0.1 | -4.4 | 4.6
CCOc1nnc(C)c2c(C)n(-c3ccc(Cl)cc3)nc12 | -13.6 | -5.6 | 0.4 | -0.9 | 3.2 | -2.7 | -1.0 | 0.2 | -0.1 | 0.1
Cc1cc(C(=O)CSc2nnc(-c3ccccc3)n2Cc2ccc3c(c2)OCO3)c(C)n1C | -2.4 | 4.5 | -0.5 | 3.5 | 5.4 | 4.4 | -0.4 | -2.5 | 5.5 | -7.4
CC(C)Cc1nc(SCC(=O)N2CCCC2)c2c(=O)n(C)c(=O)n(C)c2n1 | -4.6 | 4.5 | 0.0 | 8.4 | -3.9 | 6.0 | 3.0 | 2.7 | -3.2 | -1.4
COc1ccc(NC(=O)CNC(=O)Cn2c(C)cc3ccccc3c2=O)cc1OC | -13.5 | -4.5 | -0.1 | 2.3 | -7.6 | -5.2 | 0.5 | 3.7 | 1.5 | -5.0
CC(C)CNC(=O)c1ccccc1NC(=O)CSCc1ccccc1 | 10.2 | 7.8 | 0.8 | 1.4 | 2.0 | -1.6 | 3.9 | 1.0 | 1.2 | -1.4
c1ccc(C2=Nn3c(nnc3-c3ccncc3)SC2)cc1 | 1.8 | -7.3 | 0.7 | 8.7 | -0.8 | -2.2 | -2.4 | 0.4 | 1.1 | -4.5
CCCc1nc2c(C)cc(Br)cn2c1Cc1cccc(F)c1 | -2.2 | -1.3 | -0.4 | 0.3 | -8.2 | -9.6 | 1.7 | -1.2 | 3.6 | -1.3
Cc1cccc(N(C(=O)c2snc(C(N)=O)c2N)C(C(=O)NCC2CCCO2)c2c[nH]c3ccccc23)c1 (configuration not stated) | 3.4 | -4.0 | -0.1 | 9.1 | -33.1 | 3.5 | 1.2 | -12.9 | 1.5 | -12.3
COc1cccc(CNC(=O)C2CC(=O)N(c3ccc4c(c3)OCCO4)C2)c1 (configuration not stated) | -10.5 | 7.4 | -0.1 | 0.4 | -6.8 | -3.6 | -2.4 | 0.8 | 1.9 | -0.8
COc1cc(CC(NC(C)=O)C(=O)NC2CCN(C(=O)C3CC3)CC2)cc(OC)c1 (configuration not stated) | -3.2 | 8.1 | 0.1 | -5.8 | -4.9 | 2.7 | -4.5 | 1.0 | 3.5 | 0.9
CCN1CCN(Cc2ccc(OCc3ccccc3)c(OC)c2)CC1 | 10.8 | -15.8 | -0.1 | 15.4 | 0.7 | 1.8 | -0.8 | 0.3 | 6.6 | -4.4
Cc1ccc(S(=O)(=O)N2C[C@@H](C)[C@]3(C2)[C@H](O)[C@H](OC(=O)NCc2ccccc2)C[C@H]2C(=O)N(c4ccccc4)C(=O)[C@H]23)cc1 | 9.6 | 8.2 | 0.4 | -2.3 | 7.8 | -4.3 | -2.1 | 3.0 | 2.4 | 2.1
CC(=O)Nc1ccc(S(=O)(=O)Nc2cccc(-c3ccc4nncn4n3)c2)cc1 | 1.2 | -1.0 | 0.4 | -3.7 | -3.0 | 3.5 | -0.1 | 0.1 | 1.1 | 0.4
COc1ccc(OC)c2sc(N(CCN(C)C)C(=O)c3cc(Cl)sc3Cl)nc12 | -4.9 | -4.6 | 0.2 | 1.7 | 3.2 | 7.9 | -1.1 | 5.3 | -7.1 | -0.2
Cc1ccc(NC(=O)CCC(=O)NNS(=O)(=O)c2ccccc2)cc1C | 11.1 | 5.8 | -0.2 | -4.3 | 0.3 | 0.7 | -6.0 | 2.5 | 2.1 | 1.6

Further records.
SMILES | ASAP1 GAP inh | ARFGAP1 inh | KLK7 zymogen act | TDP2 inh | ADAM10 inh | Tn6 DDE FP | LEDGF integ inh | PLCg1 inh | DDE Tn7 FP inh | ADAM17 inh
Cc1c(Cl)cccc1NC(=O)CSC(C)c1nc2ccccc2c(=O)[nH]1 (configuration not stated) | -7.0 | 7.3 | 0.4 | -1.9 | -12.2 | 5.3 | -4.5 | 1.7 | -6.0 | -0.7
C[C@]12CCC(O)CC1CCC1C2CC[C@]2(C)C(c3cc(C(F)(F)F)n[nH]3)CCC12 (some centres not stated) | 11.3 | 0.9 | 0.2 | -5.8 | -5.7 | -2.9 | 0.6 | -0.8 | 1.6 | -4.2
CCOC(=O)C1=C(C(=O)OCC)N(Cc2ccccc2)CCC1=O | -2.5 | 15.1 | -0.5 | 1.3 | -1.3 | -3.5 | 0.3 | -0.4 | -12.8 | -2.0
CSc1sc(C(=O)NNC(C)=O)c2c1C=CCC2 | 4.2 | 8.5 | -0.1 | 5.1 | -22.8 | 0.1 | -1.2 | -5.4 | -3.9 | -11.0
CCOC(=O)N1CCC(NS(=O)(=O)c2ccc(C#N)cc2)CC1 | 6.2 | 2.1 | 0.7 | -3.4 | -2.5 | 8.6 | -4.1 | 0.7 | 5.6 | -2.4
Cc1cc(NC(=O)CCC(=O)N(CC(=O)NC2CCCC2)c2cccc(C)c2C)no1 | 16.1 | -1.5 | -0.3 | -0.9 | 12.6 | -5.6 | 0.5 | 2.3 | -0.3 | -0.4
COC(=O)/C(=C1/Oc2ccc(C(C)(C)C)cc2S1)C(F)(F)F | 9.5 | -2.5 | -0.2 | 2.3 | 1.5 | 1.9 | 0.1 | 2.5 | 1.4 | 1.8
CCOC(=O)C1CCCN(C(=S)NC(=O)/C=C/c2ccc(F)cc2)C1 (configuration not stated) | 0.7 | 14.1 | 0.3 | 6.0 | -1.4 | 1.6 | 1.2 | -5.0 | 0.6 | -3.7
CCS(=O)(=O)c1ccc2oc(SCC(=O)NC34CC5CC(CC(C5)C3)C4)nc2c1 | -3.9 | 4.4 | -0.2 | -7.0 | 12.1 | -3.8 | -2.3 | 3.3 | 3.0 | 1.9
O=C1CN(C(=O)N[C@@H](Cc2ccccc2)C(=O)N[C@H](Cc2ccccc2)C(=O)O)c2ccccc2N1 | 10.8 | 21.0 | 0.6 | 0.4 | -19.3 | -1.2 | -4.0 | 1.1 | -5.0 | 0.6
C=CCN(C/C(=N\O)c1sc(C(=O)OCC)nc1C)c1cccc(Br)c1 | 25.7* | 6.8 | -0.3 | -2.9 | 18.0 | 3.2 | -0.1 | -2.1 | 4.2 | 1.5
CCC1(c2ccccc2)ON(c2c(Br)cccc2Br)C1=O (configuration not stated) | 10.4 | 15.1 | -0.2 | 4.9 | -7.9 | 5.6 | 2.6 | 0.7 | 0.4 | -4.6
COc1cc(-n2c(C)nc3ncn(-c4ccccc4)c3c2=O)cc(OC)c1OC | 3.1 | 4.7 | 0.7 | -4.6 | -7.0 | 10.7 | -1.1 | -1.3 | -6.5 | -3.2
O=C(C1=COCCO1)N1CCN(S(=O)(=O)c2cccc(F)c2)CC1 | -14.2 | 5.8 | 0.0 | -6.4 | -15.8 | 0.6 | -1.5 | -4.5 | 3.4 | -3.3
O=C(COc1ccccc1Cl)NCCCNC(=O)c1ccco1 | -6.8 | -0.1 | 0.2 | -5.0 | 4.4 | 1.2 | -5.2 | 0.2 | -3.1 | -2.5

Pulled by structure from above, two records:
SMILES | ASAP1 GAP inh | ARFGAP1 inh | KLK7 zymogen act | TDP2 inh | ADAM10 inh | Tn6 DDE FP | LEDGF integ inh | PLCg1 inh | DDE Tn7 FP inh | ADAM17 inh
O=C(C1=COCCO1)N1CCN(S(=O)(=O)c2cccc(F)c2)CC1 | -14.2 | 5.8 | 0.0 | -6.4 | -15.8 | 0.6 | -1.5 | -4.5 | 3.4 | -3.3
CCOC(=O)N1CCC(NS(=O)(=O)c2ccc(C#N)cc2)CC1 | 6.2 | 2.1 | 0.7 | -3.4 | -2.5 | 8.6 | -4.1 | 0.7 | 5.6 | -2.4

Assay outcomes deposited in PubChem BioAssay by The Scripps Research Institute Molecular Screening Center.
